ATG4B inhibitor: ATG4B (human) cysteine protease inhibition. Q9Y4P1. ATG4B cleavage of LC3-PLA2, NBD-HPC fluorescence, 1 h. inhibition, % at 8.33 µM. 0.51% of 340,000 active; in the data active = inhibition above about 40%
APJ antagonist: APJ receptor antagonism; CHO-K1 APJ beta-arrestin complementation, luminescence; inhibition, % at 20 µM; 0.32% of 330,000 active;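 active = inhibition above about 40% at 20 µM, limit read from the data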;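 also: cells challenged with 10 nM apelin-13 agonist together with compound; plate controls were apelin-13 plus DMSO wells for no effect and DMSO wells lacking apelin-13 for full effect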
EBI2 block: antagonists of human EBI2 receptor; P32249; EBI2 beta-arrestin recruitment, luminescence, 7a,25-OHC stimulated; inhibition, % at 5 µM; 0.81% of 360,000 active; in the data active = inhibition above about 38%;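 also: enzyme fragment complementation signal reports receptor beta-arrestin coupling in cells; 0% = agonist plus DMSO wells and 100% = wells without agonist; some results beyond the cut were filed as inactive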
Target sequence (P32249 whole entry, looked up, the tested form may be a part): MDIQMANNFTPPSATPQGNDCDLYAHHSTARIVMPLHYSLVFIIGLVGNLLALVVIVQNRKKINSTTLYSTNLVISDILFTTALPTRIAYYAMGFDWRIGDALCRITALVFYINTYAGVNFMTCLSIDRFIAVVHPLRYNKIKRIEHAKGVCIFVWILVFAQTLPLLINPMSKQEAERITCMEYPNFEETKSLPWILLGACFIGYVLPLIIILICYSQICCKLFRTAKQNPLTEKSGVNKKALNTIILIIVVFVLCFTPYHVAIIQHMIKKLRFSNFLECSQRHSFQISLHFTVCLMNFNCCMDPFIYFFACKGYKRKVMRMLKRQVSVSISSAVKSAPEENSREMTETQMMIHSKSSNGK
UBC13 polyUb: inhibitors of human UBC13 polyubiquitin chain formation | TR-FRET | 0.47% of 330,000 active | inhibition, % at 20 µM | P61088; in the data active = inhibition above about 45%, passing the limit was not always enough; inconclusive = no clear call, values can overlap the other calls
CXCR6 inh: CXCR6 (human) receptor inhibition; CHO-K1 PathHunter CXCR6 beta-arrestin, luminescence; inhibition, % at 20 µM; 0.36% of 360,000 active; AID 602244; in the data active = inhibition above about 34%, passing the limit was not always enough;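 also: antagonist mode with CXCL16 agonist at 10 nM final; 0% = 10 nM CXCL16 with DMSO and 100% = unstimulated wells without agonist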
Target sequence (O00574 whole entry, looked up): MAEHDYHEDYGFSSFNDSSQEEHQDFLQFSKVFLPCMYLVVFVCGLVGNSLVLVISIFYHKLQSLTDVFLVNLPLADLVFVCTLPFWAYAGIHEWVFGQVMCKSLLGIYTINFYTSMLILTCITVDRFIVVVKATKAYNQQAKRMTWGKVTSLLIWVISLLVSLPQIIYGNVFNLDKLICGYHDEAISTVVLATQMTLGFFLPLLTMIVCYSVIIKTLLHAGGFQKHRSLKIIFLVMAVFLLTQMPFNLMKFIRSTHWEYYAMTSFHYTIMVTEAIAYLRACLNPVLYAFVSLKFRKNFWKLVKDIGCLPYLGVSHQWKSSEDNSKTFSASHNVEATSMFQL
APJ ag: agonists of human APJ apelin receptor. P35414. CHO-K1 APJ PathHunter beta-arrestin, luminescence; 0% DMSO wells, 100% apelin. activation, % at 20 µM. 0.11% of 330,000 active;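 active = activation more than six SD over the plate average, tested at 20 µM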;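 also: 0% = DMSO alone and 100% = apelin-13 at 10 nM; some results filed as inactive read as strong as hits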
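Material: engineered CHO-K1 APJ arrestin reporter cells; amount: 1000 CHO-K1 reporter cells seeded per well; incubation: compound stimulation 90 min at 25 °C, detection 60 min; signal: luminescent beta-gal fragment complementation, chemiluminescent substrate; read-out basis: APJ agonist activity; controls: DMSO-only wells as negative, 10 nM Apelin-13 as positive control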
CCR6 antagonist: CCR6 (human) receptor antagonism | P51684 | CHO-K1 CCR6 PathHunter beta-arrestin, luminescence, CCL20-stimulated | inhibition, % at 20 µM | 0.49% of 340,000 active;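 active = compounds whose inhibition of the agonist-driven luminescence signal at 20 µM reaches about 50%, limit read from the data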;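 also: cells stimulated with CCL20 at 14 nM final; plate controls were DMSO with CCL20 for no effect and DMSO without agonist for full effect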
Target sequence (P51684 whole entry, looked up): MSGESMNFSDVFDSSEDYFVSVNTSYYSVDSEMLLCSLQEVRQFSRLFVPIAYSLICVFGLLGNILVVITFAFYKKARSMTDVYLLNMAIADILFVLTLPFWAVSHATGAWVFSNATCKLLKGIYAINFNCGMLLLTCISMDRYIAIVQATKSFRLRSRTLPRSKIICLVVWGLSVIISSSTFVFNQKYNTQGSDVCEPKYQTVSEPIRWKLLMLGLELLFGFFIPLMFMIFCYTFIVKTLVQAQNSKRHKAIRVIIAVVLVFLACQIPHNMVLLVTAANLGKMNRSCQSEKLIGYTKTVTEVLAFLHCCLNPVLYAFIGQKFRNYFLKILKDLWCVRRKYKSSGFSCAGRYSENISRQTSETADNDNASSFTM
Gli-Sufu block: blocks Gli-Sufu signaling in a luciferase reporter; inhibition, % at 5 µM; Sufu-KO-LIGHT fibroblasts, Gli luciferase reporter luminescence; 0.74% of 340,000 active;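 active = inhibition above about 55%, limit read from the data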;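 also: 0% = DMSO-treated cells and 100% = wells with medium but no cells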
An asterisk follows results filed as active; ? = inconclusive; . = no result given; & = joins results of further samples.

entry	SMILES	CXCR6 inh	APJ ag	Gli-Sufu block	UBC13 polyUb	CCR6 antagonist	EBI2 block	APJ antagonist	ATG4B inhibitor
1	C=CC(=O)Nc1ccc(Nc2ccnc(Nc3ccc(N4CCN(C)CC4)cc3)n2)cc1	3	.	22	.	16	10	.	-3
2	COc1ccc(C(=O)NC(=S)NCc2cccnc2)cc1Br	10	-1	-25	10	13	4	-2	-8
3	CN1C2=NCCN2C(=O)c2cc(Cl)ccc21	-4	0	1	3	-1	-11	-4	3
4	Cc1cnc(NC(=O)CSc2nc3ccccc3c(=O)[nH]2)s1	-7	-4	5	3	-3	0	2	-4
5	CCC1CCc2sc(C(=O)NNC(=S)NCC3CCCO3)cc2C1 (centres undefined)	11	-5	-19	2	26	-4	19	-10
6	Cc1ccc(C(=O)NC2CCC(C)CC2)o1 (centres undefined)	8	1	-32	-10	2	-8	1	12
7	COc1ccc(CCNC(=O)c2cccc(S(=O)(=O)N3CCCCCC3)c2)cc1	-2	-1	0	-1	11	27	-4	-6
8	O=C(c1cc([N+](=O)[O-])cc([N+](=O)[O-])c1)N1CCN(Cc2ccc3c(c2)OCO3)CC1	-12	9	-2	-7	-21	-7	-34	-4
9	COc1ccc(N2C(=O)c3ccccc3S2(=O)=O)cc1	6	-1	-15	-5	9	-4	-13	3
10	O=C(C(=O)N1CCc2ccccc2C1)c1cn(CC(=O)N2CCOCC2)c2ccccc12	-6	-1	8	4	-4	-6	10	0
11	O=C(NCC(c1ccco1)N1CCCC1)c1cc2cc(Cl)ccc2o1 (centres undefined)	7	-4	1	12	12	11	-15	3
12	O=C(O)CSCc1cn2cc(Cl)ccc2n1	11	-1	11	-2	5	-2	-19	-9
13	Cc1cc(N2C(=O)C(O)=C(C(=O)c3ccco3)C2c2cccc(Cl)c2)no1 (centres undefined)	8	-5	-8	-5	8	3	2	2
14	Cc1ccc(C)c(NCC(=O)NNC(=S)Nc2ccccc2)c1	-5	-5	-13	-9	16	-2	3	-7
15	COc1ccc(-c2cc(C#N)nc(Cl)n2)cc1	-5	-1	-3	13	1	10	13	-4
16	CN(C)CCN(C(=O)CN1C(=O)c2ccccc2C1=O)c1nc2cc3c(cc2s1)OCCO3	4	0	-17	7	3	-12	15	-4
17	O=C(O)c1ccc(CN2C(=O)c3ccccc3S2(=O)=O)cc1	-2	0	4	6	-8	-10	8	-2
18	Cc1cccc(Nc2nc(N)nc(CN3CCN(c4ccc(F)cc4)CC3)n2)c1	-5	-5	7	6	1	-10	-3	3
19	O=C1C(=Cc2cccn2-c2ccc(O)cc2)C(=O)c2ccccc21	8	-4	-17	-99	25	7	-9	-1
20	Cc1ccccc1C(=O)NNC(=O)C1CC(=O)N(c2ccc3c(c2)OCCO3)C1 (centres undefined)	1	-2	0	8	7	-7	-2	-10
21	COc1ccc(N2CC(NC(=O)Nc3ccccc3)CC2=O)cc1 (centres undefined)	-14	1	0	-9	0	10	3	31
22	CCOc1ccccc1C(=O)NC1CC2CCCC(C1)N2Cc1nnnn1Cc1ccco1 (centres undefined)	1	5	8	-1	11	1	7	-2
23	O=S(=O)(Nc1nnc(-c2ccccc2)s1)c1ccc(Cl)cc1	-8	3	-6	-24	0	-11	-7	11
24	CC(C)N(CCn1c(SCC(=O)N2CC(=O)Nc3ccccc32)nc2ccccc2c1=O)C(C)C	7	-5	27	10	24	3	5	-8
25	Cc1ccc(CNC(=O)Cc2noc3ccccc23)cc1	3	0	-99	18	5	-6	17	6
26	CCOc1ccc(OCC(=O)OCC(=O)Nc2ccccc2C#N)cc1	8	4	2	0	-7	-1	-1	-4
27	CCCCNc1c(-c2ccc(SC3CCCCC3)cc2)nc2cnccn12	-12&-6	-1	-14	?	4	1&-1	-15	11
28	CCCCN1C[C@H](Cc2ccccc2)[C@@H](CC(=O)Nc2ccccc2)C1=O	-2	-3	0	8	-10	-1	14	19
29	Oc1ccccc1-c1nc(NCC2CCCO2)c2ccccc2n1 (centres undefined)	-9	-2	9	8	-14	-2	4	-4
30	O=C(CS(=O)(=O)Cc1ccccc1)N1CCc2ccccc2C1	0	-4	-30	-4	7	-3	-3	6
31	CN1C(=O)N(C)C2CC1N(C)C(=O)N2C	6	-1	-4	5	-5	1	9	-6
32	Cc1noc(C(=O)Nc2cccc(Cl)c2)c1Cl	-6	-3	-14	1	7	0	-3	-7
33	Cc1ccc(NS(=O)(=O)c2cc(C(=O)N3CCN(C)CC3)ccc2C)cc1C	2	-1	-11	4	5	-1	6	1
34	O=c1ccc2cc3c([nH]c4ccc(Br)cc43)oc-2c1O	45*	-7	.	-184	.	3	39	.
35	N/C(=N\OC(=O)CCC1CCCC1)c1ccc([N+](=O)[O-])cc1	-17	-2	-7	0	-7	-1	-26	-8
36	CCN(CC)S(=O)(=O)c1ccc(N2CCOCC2)c(NC(=O)c2ccc(=O)[nH]c2)c1	-4	-5	-1	-1	5	-3	-1	-6
37	CCOc1ccc(S(=O)(=O)N(C)c2ccc(OCC(=O)Nc3nc4ccccc4s3)cc2)cc1	-17	-1	31	-4	8	8	-12	-11
38	CC(NC(=O)c1cc(-c2cccnc2)nc2ccc(Br)cc12)C1CCCO1 (centres undefined)	8	-1	3	-20	11	5	10	4
39	COCCNC(=O)c1onc(CSc2cc(C)cc(C)c2)c1C(=O)NCCOC	11	-5	5	-6	7	2	9	-9
40	CCC(C(=O)NCCN1CCOCC1)n1nc(C)n2c(cc3sccc32)c1=O (centres undefined)	2	2	42	0	-3	-21	17	4
41	COc1cc(OC)c(C(=O)OCC(=O)NCCc2ccccc2)cc1OC	-4	-2	11	8	-6	-2	8	8
42	Cc1cccc(NC(=O)COc2nsnc2N2CCOCC2)c1	2	-1	36	3	-1	-6	-2	-13
43	COc1ccccc1NC(=O)C1=C(C)N(c2ccccc2)C(=S)NC1c1cccc(C(F)(F)F)c1 (centres undefined)	16	-1	9	-2	6	3	9	5
44	Cc1c(C)c2cc(Cl)c(O)c(CN3CCCC(C)C3)c2oc1=O (centres undefined)	3	0	3	11	3	-24	-7	-6
45	Cc1ccc(C2=NN3C(=O)c4ccccc4C3C2)cc1 (centres undefined)	12	0	-18	2	5	-1	15	-10
46	Cc1cc(C(=O)OCc2nnc(-c3ccccc3)o2)c(C)n1-c1ccccc1	15	-5	19	4	5	7	-10	8
47	O=C(Nc1ccccc1)OCCNC(=O)c1cccc(Br)c1	0	-1	-15	-3	8	7	-5	-3
48	O=[N+]([O-])c1ccc(N2CCN(CCO)CC2)cc1NCc1ccco1	-6	-4	14	-26	8	-13	15	-13
49	O=C(Nc1ccc(C(=O)N2CCOCC2)cc1)c1cccs1	7	-5	-11	-3	2	0	1	-2
50	CN(C)C(CNC(=O)Cc1cccc(C(F)(F)F)c1)c1ccccc1 (centres undefined)	0	-2	4	0	19	7	2	-3
51	CCc1ccc(C(=O)CCC(=O)Nc2cccc(S(=O)(=O)N3CCCCC3)c2)cc1	-1	1	48	-1	22	-6	-61	-18
52	COc1cc(/C=C2/OC(=O)c3cc([N+](=O)[O-])ccc32)cc(OC)c1OC	0	10	4	1	12	3	-7	-7
53	Cc1cccc(-n2cc(-c3ccccc3)c3c(NN4CCOCC4)ncnc32)c1	5	2	-10	3	8	-14	7	8
54	CC(C)CNC(=O)C(=O)NNC(=O)C1CCCCC1	7	-4	3	5	0	9	-6	1
55	CN(CC(=O)Nc1ccccc1C(F)(F)F)C(=O)Cc1ccccc1F	-2	2	-35	-10	3	-11	-1	-3
56	O=C(CSc1ncn[nH]1)N/N=C/c1ccc(F)cc1	-10	-4	-1	2	-8	1	1	4
57	Cc1sc2nc(SCC(=O)c3cc(C)n(CC4CCCO4)c3C)n(C(C)C)c(=O)c2c1C (centres undefined)	11	-6	4	1	-3	14	3	-8
58	Fc1ccc2cc(CCO[C@H]3CCCCO3)ncc2c1	6	-5	-37	4	-1	0	2	-2
59	COc1ccc(C(=O)N2CCc3cc(OC)c(OC)cc3C2c2ccc(OC)c(OC)c2)cc1 (centres undefined)	-1	0	5	7	14	9	-2	-1
60	CCc1cccc(NC(=O)C2CCCN(S(=O)(=O)c3cnc[nH]3)C2)c1 (centres undefined)	3	7	-6	2	2	-13	10	-3

No new results follow: 4 of the compounds above.
entry	SMILES	CXCR6 inh	APJ ag	Gli-Sufu block	UBC13 polyUb	CCR6 antagonist	EBI2 block	APJ antagonist	ATG4B inhibitor
57	Cc1sc2nc(SCC(=O)c3cc(C)n(CC4CCCO4)c3C)n(C(C)C)c(=O)c2c1C (centres undefined)	11	-6	4	1	-3	14	3	-8
58	Fc1ccc2cc(CCO[C@H]3CCCCO3)ncc2c1	6	-5	-37	4	-1	0	2	-2
59	COc1ccc(C(=O)N2CCc3cc(OC)c(OC)cc3C2c2ccc(OC)c(OC)c2)cc1 (centres undefined)	-1	0	5	7	14	9	-2	-1
60	CCc1cccc(NC(=O)C2CCCN(S(=O)(=O)c3cnc[nH]3)C2)c1 (centres undefined)	3	7	-6	2	2	-13	10	-3

(more compounds)
entry	SMILES	CXCR6 inh	APJ ag	Gli-Sufu block	UBC13 polyUb	CCR6 antagonist	EBI2 block	APJ antagonist	ATG4B inhibitor
61	COCCNC(=S)Nc1cc(S(=O)(=O)N2CCOCC2)ccc1N1CCCCC1	-2	-2	-8	-1	10	7	30	4
62	CCOC(=O)Nc1nnc(-c2cccc(OC)c2)s1	-3	1	-11	14	2	-10	5	1
63	CCCCNC(=O)CSc1nc2ccsc2c(=O)n1C1CCN(C(=O)OCC)CC1	13	-5	-8	-1	10	0	-2	-2
64	CCc1nc2ccc(C(=O)NCc3ccccc3)cc2nc1CC	-2	0	-5	-20	6	6	0	-9
65	CCNc1ccc(S(=O)(=O)N2CCCCC2)cn1	4	-1	7	5	2	-7	-42	2
66	Cc1ccc(-n2ncc3c(=O)n(Cc4cccnc4)cnc32)cc1	-5	-2	21	3	-1	6	-9	-7
67	CC1CCc2c(sc3ncnc(NCCN4CCOCC4)c23)C1 (centres undefined)	-7	-3	9	7	-3	10	11	-13
68	CCOC(=O)c1nn(-c2ccc(F)cc2)c2nc(Nc3ccccc3)cc(=O)n12	-3	-3	-2	13	18	-6	5	-9
69	O=C(NCc1ccccc1)N1CCNCC1	11	-4	-4	-2	-10	-4	-24	-1
70	COc1ccc(C(=O)NC(C(=O)NCc2ccccn2)C(C)C)cc1 (centres undefined)	4	-3	-9	0	13	-5	-7	-5
71	CCCNC(=O)COC(=O)c1c2c(nc3ccccc13)CCC2	9	-1	-2	1	13	-2	15	-10
72	COc1ccc(-n2c(=O)c3c4c(sc3n3c(=S)[nH]nc23)CCC4)cc1	4	0	-8	0	22	3	20	1
73	O=C(O)c1c2c(nc3ccccc13)/C(=C/c1ccccc1[N+](=O)[O-])CCC2	11	0	22	1	-3	3	9	0
74	COc1ccc(NC(=O)COc2ccc(C)c(C)c2)cc1S(=O)(=O)N1CCCCC1	-4	-7	7	-4	10	13	0	-12
75	COc1ccc(CN(C)C(=O)COC(=O)c2ccc3c(c2)OCO3)cc1OC	2	0	4	5	-17	-14	1	-15
76	O=C(O)c1ccc(/C=N/Nc2ccc(S(=O)(=O)N3CCCC3)cc2[N+](=O)[O-])cc1	-6	5	12	-66	18	5	8	-9
77	CC1CCc2c(sc(NC(=S)NC(=O)c3ccccc3)c2C#N)C1 (centres undefined)	10	-3	-5	-14	10	13	39	-2
78	O=C(CCOc1ccccc1)Nc1ccccc1F	4	-4	1	6	13	6	10	-5
79	Cn1c2ccccc2c(=O)c2cc(C#CC3(O)CCCCC3)ccc21	0	14	-2	4	21	9	-4	-5
80	CC(C)CC(NC(=O)C1CCC(C)CC1)C(=O)NCc1ccccn1 (centres undefined)	1	3	5	-10	5	-12	-9	-5
81	O=C(Nc1c2c(nn1-c1cccc(Cl)c1)CS(=O)(=O)C2)c1ccc2c(c1)OCO2	-12	-2	-11	-4	4	12	-17	-5

Compound activity (PubChem)
